NPYLR7 ag: mosquito NPYLR7 agonism; HEK293T NPYLR7/Galpha15, GCaMP6s calcium fluorescence; activation, % at 10 µM; 0.15% of 270,000 active; in the data active = activation above about 40%;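 also: 0% = vehicle and 100% = reference agonist at the receptor; some compounds past the cut are filed as inactive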
mcGAS inh: blocks mouse cGAS activity | AID 1259399 | inhibition, % at 12.5 µM | Q8C6L5 | recombinant cGAS, Kinase-Glo ATP depletion luminescence | 0.15% of 160,000 active;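 also: 0% = negative control wells and 100% = reference inhibitor with no enzyme activity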
hcGAS inh: blocks human cGAS activity; Q8N884; inhibition, % at 12.5 µM; 0.081% of 290,000 active; AID 1259398; recombinant h-cGAS, ATP depletion, Kinase-Glo luminescence;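 also: 0% = vehicle reaction and 100% = reaction without DNA for no activity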
Target sequence (Q8N884 whole entry, looked up): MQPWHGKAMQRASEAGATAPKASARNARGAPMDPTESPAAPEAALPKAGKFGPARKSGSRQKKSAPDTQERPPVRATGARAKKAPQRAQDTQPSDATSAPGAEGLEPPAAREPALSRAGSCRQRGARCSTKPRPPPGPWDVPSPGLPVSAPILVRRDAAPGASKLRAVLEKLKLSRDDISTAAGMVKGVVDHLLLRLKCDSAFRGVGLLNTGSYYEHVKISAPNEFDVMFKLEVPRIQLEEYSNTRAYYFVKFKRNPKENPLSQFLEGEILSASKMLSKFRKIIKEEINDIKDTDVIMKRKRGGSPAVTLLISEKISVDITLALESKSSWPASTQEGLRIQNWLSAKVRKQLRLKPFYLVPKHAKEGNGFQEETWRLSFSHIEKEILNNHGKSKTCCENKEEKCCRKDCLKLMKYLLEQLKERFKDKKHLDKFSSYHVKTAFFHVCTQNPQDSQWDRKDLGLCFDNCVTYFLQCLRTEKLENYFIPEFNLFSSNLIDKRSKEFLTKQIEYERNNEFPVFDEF
The depositor's hits bear a star; · = no result given; & = joins results of further samples. Rule as the data show it, unless noted: active = inhibition above about 40%; inactive = the rest.

nr | Compound | hcGAS inh | NPYLR7 ag | mcGAS inh
1 | CC(C)Cn1nc(C(=O)NC2CCCC2)c2c1CCN(C(=O)c1cncs1)C2 | -19 | 16 | -6
2 | Cc1nnsc1CN(C)Cc1cccn1S(=O)(=O)c1ccccc1 | -10 | 6 | ·
3 | Nc1nc(-c2ccc(Br)cc2)nn1C(=O)C1=COCCC1 | -6 | -1 | -13
4 | Cc1cc(NC(=O)COC(=O)C(C)N2C(=O)C3CC=CCC3C2=O)no1 (stereo not given) | -7 | 7 | ·
5 | CCn1ncc(C(=O)N(C)Cc2nc3cc(C)c(C)cc3[nH]2)c1C | 1 | 4 | -15
6 | NC(=O)CNC(=O)c1cccc(OCc2ccc(F)cc2Cl)c1 | -9 | 9 | -17
7 | CCOC(=O)N1CCN(C(c2ccc(C)cc2)c2c(O)cc(C)n(CCOC)c2=O)CC1 (stereo not given) | -7 | 7 | ·
8 | Cc1cccc(C2=N/C(=C\C=C\c3ccccc3)C(=O)O2)c1 | -5 | 2 | 0
9 | COc1cc(CN(C)C(=O)c2cc(N3CCSCC3)nc3ccccc23)cc(OC)c1OC | 0 | 22 | ·
10 | O=c1c(S(=O)(=O)c2ccc(F)cc2)c[nH]c2cc3c(cc12)OCO3 | -6 | 9 | -4
11 | COc1cccc(-c2nnc(-c3cc4cc(Br)ccc4oc3=O)o2)c1 | -1 | -5 | -4
12 | c1ccc(-c2ncn(Cc3csc(-c4ncccn4)n3)c2-c2ccco2)cc1 | -3 | 10 | ·
13 | Cc1nc(N2CCCC2)nc(-c2ccccc2CN2CCOCC2)c1C | -4 | 2 | -16
14 | Cc1cc(C)cc(NC(=O)CCc2c(C)nn(-c3nc(C)cc(=O)[nH]3)c2C)c1 | 0 | 6 | ·
15 | O=C(C1COc2ccccc2O1)N(Cc1ccccn1)c1nc2c(F)cccc2s1 (stereo not given) | -5 | -1 | -7
16 | O=C(NCC1=CCCN(Cc2cc(F)ccc2Cl)C1)c1ccco1 | 3 | 0 | ·
17 | COc1ccccc1Cc1noc2cc(O)ccc12 | -6 | -1 | ·
18 | C=CCNC(=O)[C@@H]1CCCC[C@@H]1C(=O)NCC1(O)CCCCC1 | -1 | 6 | ·
19 | Cc1c(C)n2c3c(=O)[nH]c(=O)n(C)c3nc2n1CCCO | -1 | 1 | -7
20 | C[N+](C)(C)CCOC(=O)CCC(=O)OCC[N+](C)(C)C | 4 | 1 | -4
21 | Cc1nc(-c2ccc(Br)cc2)nc(NCCO)c1C | -6 | 11 | ·
22 | CCOC(=O)c1cccc(COC(=O)CCS(=O)(=O)c2ccc(C)cc2)c1 | -17 | 0 | -8
23 | COc1cccc(C2=N/C(=C\c3coc4c(Cl)cc(Cl)cc4c3=O)C(=O)O2)c1 | -3 | -4 | -1
24 | CCCOc1ccc(C(O)(CCC)CCN2CCCCC2)cc1 (stereo not given) | 9 | · | -2
25 | O=C(C1COc2ccccc2O1)N(Cc1cccnc1)c1nc2c(Cl)cccc2s1 (stereo not given) | 7 | -22 | 7
26 | O=C(c1cccc(Br)c1)N1CCc2nc(-c3ccccc3)nc(N3CCCCC3)c2C1 | -8 | -3 | -7
27 | CCc1ccc(-c2nc3c(c(=O)[nH]2)Cc2cccc(C)c2O3)cc1 | -2 | 3 | ·
28 | CCc1c(C(=O)NC(C)c2ncnn2CC)csc1C (stereo not given) | -5 | 9 | ·
29 | CC(C)(C)c1cc(C(=O)CCN2CCOCC2)cc(C(C)(C)C)c1O | 10 | 4 | ·
30 | CCOP(=O)(OCC)c1nc(-c2ccc(F)cc2)oc1NCc1ccccc1 | -2 | 0 | -6

Arranged by formula weight (highest first): some entries from above
nr | Compound | hcGAS inh | NPYLR7 ag | mcGAS inh
9 | COc1cc(CN(C)C(=O)c2cc(N3CCSCC3)nc3ccccc23)cc(OC)c1OC | 0 | 22 | ·
5 | CCn1ncc(C(=O)N(C)Cc2nc3cc(C)c(C)cc3[nH]2)c1C | 1 | 4 | -15
28 | CCc1c(C(=O)NC(C)c2ncnn2CC)csc1C (stereo not given) | -5 | 9 | ·

More structures.
nr | Compound | hcGAS inh | NPYLR7 ag | mcGAS inh
31 | O=S(=O)(NCCN1CC=CC1)c1ccc(Cl)cc1F | -10 | 7 | ·
32 | C=CCN(Cc1csc(COc2c(OC)cccc2OC)n1)C(=O)c1cccc(C)c1 | -1 | · | -6
33 | COc1ccccc1NC(=O)Nc1ccnn1C1CCN(C(=O)C2CCCCN2C)CC1 (stereo not given) | -11 | 7 | ·
34 | CC(C)(Cc1ccccc1Cl)Nc1nn2c(=O)ccnc2s1 | 3&-6 | -1&2 | ·
35 | CCc1cccc2c(C(CC(=O)NCCCN3CCCCC3C)c3ccc4c(c3)OCO4)c[nH]c12 (stereo not given) | -3 | 1 | -5
36 | CCC1CN(CC(=O)NCc2ccccn2)c2ccccc2O1 (stereo not given) | -2 | -2 | 0
37 | Cc1nc2ccc(C(=O)N(C)CCCN(C)C)cn2c1N(C)CC1CCCCC1 | 2 | -7 | -2
38 | CCn1c2c(c(=O)[nH]c1=O)C(c1ccc(O)cc1)C1C(=O)CC(C)(C)CC1=N2 (stereo not given) | 3 | 12 | ·
39 | C=CCCC(O)CN(CCOC)Cc1cccn1Cc1ccc(C(C)(C)C)cc1 (stereo not given) | 1 | 14 | -2
40 | COc1ccc(CN(Cc2ccc(F)cc2)Cc2nc(C(=O)NCc3cccnc3)co2)cc1 | -4 | 31 | -5
41 | O=C(Nc1ccccc1Cn1cccn1)c1ccc(Br)cc1 | -10 | 14 | -15
42 | CCN1C(=O)C(=Cc2c(N3CCN(CCO)CC3)nc3c(C)cccn3c2=O)SC1=S | -7 | 1 | ·
43 | CC1=NN(C)c2nc3c(c(=O)n(CC=Cc4ccccc4)c(=O)n3C)n2C1C (stereo not given) | -10 | 20 | ·
44 | Cc1nc2ncnn2c(C)c1CCC(=O)N1CCC2(CCCN(CC3CC3)C2)C1 (stereo not given) | -4 | 3 | ·
45 | Cc1nc(SCC(=O)Nc2ccnn2C2CCCC2)c2c(C)c(C)sc2n1 | -3 | 2 | ·
46 | Cc1ccccc1Cn1c(=N)n(CC(O)c2ccco2)c2ccccc21 (stereo not given) | -3 | -3 | ·
47 | COc1cccc(CC(=O)NCc2ccc(C)s2)c1 | -6 | 33 | -11
48 | C#Cc1cccc(N(CC(=O)N2CCCC(NC(C)=O)C2)C(C)C)c1 (stereo not given) | -18 | 4 | ·
49 | COc1ccc(-n2nnnc2C2(N3CC45C=CC(O4)C(C(=O)O)C5C3=O)CCCCC2)cc1 (stereo not given) | -10 | 2 | ·
50 | O=C(c1cccs1)N(Cc1ccco1)Cc1nccn1Cc1ccccc1 | 0 | 10 | -3
51 | CN(C(=O)CC(c1ccccc1)c1cccc(Cl)c1)C1CCOCC1 (stereo not given) | -2 | 2 | ·
52 | CC(C)(C)c1nc(CSc2n[nH]c(C3CC3)n2)no1 | -10 | 9 | -17
53 | O=C(NCCNC(=O)c1ccn[nH]1)c1ccn[nH]1 | -4 | 0 | ·
54 | Cc1ccc(C(=O)N(Cc2ccccn2)CC(C)C)cc1N1CCNC1=O | -1 | 12 | -15
55 | COc1ccc(C2=NOC(CN(Cc3cccc(Cl)c3)C(=O)NC(C)C)C2)cc1 (stereo not given) | -6 | 17 | -6
56 | N#CCOc1nc(C(F)(F)F)nc2c1cnn2-c1ccccc1 | -7 | -1 | ·
57 | Cc1ccc(-c2csc3ncn(CCC(=O)N4CCCCC4)c(=O)c23)cc1 | -6 | 3 | ·
58 | Cc1ccc(S(=O)(=O)NCCc2csc3nc(-c4cccc(F)c4)nn23)s1 | 1 | -3 | -4
59 | CCOC(=O)N1CCN(C(=O)Nc2c(CC)cccc2CC)CC1 | -7 | -2 | ·
60 | CSc1nnc2n1CCN2c1ccc(F)cc1 | -3 | 8 | -7
61 | CC(C)(O)C#Cc1ccc(C(=O)NC2CCCN(CCc3ccccc3)C2)cc1 (stereo not given) | -7 | · | -11
62 | O=C(Nn1cnc2ccccc21)c1cccc(S(=O)(=O)Nc2ccc(Br)cc2)c1 | 5 | -3 | -3
63 | Cc1nn(Cc2nc3ccccc3n2C(F)F)c(=O)c(C#N)c1C | -4 | 4 | ·
64 | COC(=O)C1Cc2ccccc2CN1S(=O)(=O)c1cccc(C#N)c1 (stereo not given) | 9 | -2 | ·
65 | Cc1ccc(C)c(Cn2c(N3CCN(Cc4ccccc4C)CC3)nc3c2c(=O)[nH]c(=O)n3C)c1 | -3 | 1 | -5
66 | O=C1CCc2cc([N+](=O)[O-])ccc2N1 | -5 | -5 | ·
67 | Cc1c(C)n2c3c(=O)n(CCCO)c(=O)n(C)c3nc2n1-c1ccc(N(C)C)cc1 | -5 | 4 | ·
68 | Cc1ccsc1CN(CC(C)C)CC(O)CO (stereo not given) | -5 | 9 | -13
69 | Cn1c(-c2cccs2)nc2sc3c(c2c1=O)CCCC3 | -1 | 0 | -5
70 | CC1Cc2cc(-c3cc(COC(=O)C4CCN(S(C)(=O)=O)CC4)no3)ccc2O1 (stereo not given) | 0 | 0 | ·
71 | O=S(=O)(c1c(F)cccc1F)N1CCN(Cn2nc(-c3ccco3)oc2=S)CC1 | -10 | -3 | ·
72 | O=[N+]([O-])c1ncccc1OCCOc1cccc(Br)c1 | -4 | 0 | ·
73 | Nc1c(C(=O)Nc2ccccc2O)sc2ncccc12 | -4 | -1 | ·
74 | Cc1cccc(OCc2nn3c(N)c(C=C4C=Nc5ccccc54)c(=O)nc3s2)c1 | -3 | -2 | ·
75 | CN1CCN(S(=O)(=O)c2ccc(NC(=S)NC(=O)/C=C/c3ccc(F)cc3)cc2)CC1 | -11 | -5 | ·
76 | CC(C)c1cc(C2CCN(C(=O)c3nc(C(C)C)cs3)CC2)[nH]n1 | -7 | 3 | ·
77 | CCOC(=O)C1(Cc2ccc(Cl)cc2)CCN(C(=O)CC2=CCCCC2)CC1 | -7 | 5 | ·
78 | COc1ccc(-c2nc3cc(C)ccn3c2NC(=O)C(C)(C)CCl)cc1 | -9 | -13 | -8
79 | CCOC(=O)C1(Cc2ccc(OC)cc2)CCN(S(=O)(=O)c2cccc(C)c2)CC1 | 4 | 0 | ·
80 | CCn1c(SCc2cc(Cl)c3c(c2)OCO3)nnc1-c1ccco1 | -2 | -4 | ·
81 | CCOC(=O)Cc1csc(NC(=O)c2ccc(C)c([N+](=O)[O-])c2)n1 | -2 | -5 | -8
82 | CC(=O)c1cccc(NC(=O)N2CCC(CCc3ccc(C(F)(F)F)cc3)CC2)c1 | -6 | 2 | -8
83 | O=C(Nc1ccccc1[N+](=O)[O-])C1CCN(c2ccc(-c3ccc(F)cc3)nn2)CC1 | 2 | -10 | -5
84 | CCN(CC)S(=O)(=O)c1ccc(OC(C)C)c(NC(=O)CC23CC4CC(CC(O)(C4)C2)C3)c1 | -5 | 6 | -6
85 | Cc1ccc(N2CCCC(N3CCN(CC(F)F)CC3)C2=O)cc1 (stereo not given) | -12 | 7 | ·
86 | CCC(C)S(=O)(=O)N1CCn2nc(C(=O)OC)cc2C1 (stereo not given) | 2&-4 | 2&4 | -11
87 | Cc1ccn2c(=O)nc(SCC(=O)OCc3ccccc3)nc2c1 | -7 | -1 | -6
88 | Cn1c(=O)c2c(nc(CN3CCN(CCO)CC3)n2Cc2cccc3ccccc23)n(C)c1=O | 11 | 1 | ·
89 | CCc1ccc(-n2c(=O)c3ccccc3n3c(SCC(=O)NC(C)(C)C)nnc23)cc1 | -8 | -2 | ·
90 | CC1(C(=O)NC2CCN(Cc3ccccc3)CC2)CCN1Cc1ccc2ccccc2c1 (stereo not given) | -6 | -1 | -2

Whole records, quoted from the list:
O=C(Nc1ccccc1[N+](=O)[O-])C1CCN(c2ccc(-c3ccc(F)cc3)nn2)CC1 reads hcGAS inh: 2; NPYLR7 ag: -10; mcGAS inh: -5
CC1(C(=O)NC2CCN(Cc3ccccc3)CC2)CCN1Cc1ccc2ccccc2c1 (stereo not given) reads hcGAS inh: -6; NPYLR7 ag: -1; mcGAS inh: -2

The list goes on.
nr | Compound | hcGAS inh | NPYLR7 ag | mcGAS inh
91 | CCCCCCN1CC2=C(C1=O)C(c1ccc(C(C)C)cc1)NC(=O)N2C (stereo not given) | -11 | -4 | -4
92 | CN=c1scc(C)n1N=CC1CCCCC1 | -3 | 8 | -5
93 | COc1ccc(-n2c(Cc3ccccc3)nnc2SCCCC(=O)N2CCN(C(=O)c3ccc(Cl)c(Cl)c3)C(C)C2)cc1 (stereo not given) | -2 | 18 | -4
94 | O=C(Nc1n[nH]c(-c2ccc(F)cc2)n1)C1CCCC1 | -8 | 6 | ·
95 | COc1cccc(-c2cnc3c(NC(C)=O)cc(-c4cccc(NC(C)=O)c4)cn23)c1 | -3 | -4 | -5
96 | Cc1cc(N2CCN(c3ccccc3C)CC2)n2ncc(-c3ccccc3)c2n1 | -6 | -1 | -8
97 | O=C(c1c(F)cccc1Cl)N1CCc2ccccc2C1c1ccccc1Cl (stereo not given) | -5 | 29 | -7
98 | Cc1cc(=O)n2c(-c3cccc(NC(=O)c4ccc(Cl)cc4Cl)c3)csc2n1 | -6 | 7 | ·
99 | CCN(CC)CCN(C(=O)c1ccno1)c1nc2c(OC)ccc(Cl)c2s1 | -4 | 0 | ·
100 | COCC(C)c1nc(-c2ccc(CCC(C)NC(C)=O)cc2)cs1 (stereo not given) | -5 | 28 | ·
101 | Cc1nc(C)n(CC2CCCCN2Cc2cn3ccsc3n2)n1 (stereo not given) | -8 | -1 | ·
102 | COC(=O)C1(C(F)(F)F)CCN(Cc2ccccc2)C1 (stereo not given) | 8 | 3 | ·
103 | COc1ccc(C(=O)N2CCSC23CCN(C(=O)c2cc(C(F)(F)F)cc(C(F)(F)F)c2)CC3)cc1 | -3 | 16 | -6
104 | CS(=O)(=O)c1ccc(-c2ccccc2C(N)=O)cc1 | -7 | 8 | -20
105 | CCC(=O)Nc1ccc(I)c(C)n1 | -7 | 7 | ·
106 | O=C(NN=Cc1c(Cl)cccc1Cl)c1cc(C2CC2)[nH]n1 | -11 | 6 | -7

An unsorted share of the library, and some 0.29% of all compounds hit somewhere here.
